# FXIIa inh 1536: human FXIIa protease inhibitors, primary screen, biochemical, 1536-well; AID 800, 2007; purified FXIIa, Boc-QGR-AMC fluorogenic substrate, 2 h; Coagulation factor XII (Homo sapiens), P00748; 0.3% of 220,000 active; inhibition, % at 5 µM; in the data active means inhibition above about 40%;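 further: 0% = enzyme with no compound and 100% = blank without enzyme; many of its hits are not listed in these tables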
# Target sequence (P00748 20-372 limits assumed): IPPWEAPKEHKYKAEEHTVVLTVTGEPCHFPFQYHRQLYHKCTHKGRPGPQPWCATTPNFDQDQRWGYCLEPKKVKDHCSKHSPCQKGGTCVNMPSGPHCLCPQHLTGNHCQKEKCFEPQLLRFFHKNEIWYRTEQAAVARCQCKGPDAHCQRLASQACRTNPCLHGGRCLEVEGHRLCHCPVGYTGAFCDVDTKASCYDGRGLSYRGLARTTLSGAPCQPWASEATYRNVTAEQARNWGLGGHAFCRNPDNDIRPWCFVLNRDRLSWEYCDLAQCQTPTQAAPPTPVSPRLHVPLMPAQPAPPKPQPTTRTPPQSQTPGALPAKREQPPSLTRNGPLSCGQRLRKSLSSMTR
# Target sequence (P00748 373-615 limits assumed): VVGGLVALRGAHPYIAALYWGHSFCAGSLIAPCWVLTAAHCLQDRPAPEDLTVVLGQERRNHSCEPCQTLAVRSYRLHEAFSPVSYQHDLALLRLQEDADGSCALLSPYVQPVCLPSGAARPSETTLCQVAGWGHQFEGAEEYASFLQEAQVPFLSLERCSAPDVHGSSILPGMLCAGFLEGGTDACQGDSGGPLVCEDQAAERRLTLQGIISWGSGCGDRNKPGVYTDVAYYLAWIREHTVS
# Wee1 degr inh: Wee1 degradation inhibitors, primary screen, cell-based, HeLa, Wee1K328M-luciferase, luminescence. Wee1-like protein kinase (Homo sapiens), P30291. HeLa Luc-Wee1K328M stability; 100% = proteasome inhibitor MG132 effect. reporter increase, % at 5 µM. 1.2% of 220,000 active;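 active means activation above the mean of all tested compounds plus 3 SD, set per screening run, cut at about 8.8% in these data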;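 further: cells exposed to compound for 20 h before luminescence read; 0% = DMSO alone and 100% = MG132 at 30 µM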
# FXIa inh: human FXIa protease inhibitors, primary screen, biochemical, 1536-well; Coagulation factor XI (Homo sapiens), P03951; 0.14% of 220,000 active; AID 798, 2007; inhibition, % at 5 µM; purified FXIa, Boc-Glu-Ala-Arg-AMC fluorogenic substrate;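 active means inhibition of at least 40%; inactive means inhibition below 40%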;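 further: fluorescence of freed AMC excited at 355 nm; 0% = enzyme without compound and 100% = no enzyme blank; many of its hits are not listed in these tables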
# Hck-Nef inh: inhibitors of Nef-activated human Hck kinase, primary screen, biochemical, Z-Lyte FRET, 384-well, Hck-YEEI. Recombinant Hck-YEEI plus Nef, Z-Lyte FRET kinase assay. 0.68% of 220,000 active. inhibition, % at 20 µM;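 active means Hck-Nef kinase inhibition above about 50%, limit read from the data; inactive means inhibition below that limit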;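 further: 0% = DMSO with Hck plus Nef and 100% = Hck alone without Nef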
# hK5 inh: human KLK5 protease inhibitors, primary screen, biochemical, 1536-well; Kallikrein-5 (Homo sapiens), Q9Y337; recombinant hK5, fluorogenic AMC substrate cleavage; 0.59% of 210,000 active; inhibition, % at 5 µM;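 active means inhibition of 40% or more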;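 further: 0% = enzyme controls without compound and 100% = no-enzyme blanks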
# Target sequence (Q9Y337 67-293 limits assumed): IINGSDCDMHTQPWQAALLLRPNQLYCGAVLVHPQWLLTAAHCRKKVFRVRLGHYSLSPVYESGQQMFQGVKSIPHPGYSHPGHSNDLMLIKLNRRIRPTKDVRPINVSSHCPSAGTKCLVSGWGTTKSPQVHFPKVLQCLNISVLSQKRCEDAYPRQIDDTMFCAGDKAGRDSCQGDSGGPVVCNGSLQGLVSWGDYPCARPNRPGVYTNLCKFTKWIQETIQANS
# Runt-CBFb FRET: inhibitors of RUNX1 Runt–CBFb binding, primary screen, biochemical, FRET, Cerulean-Runt, Venus-CBFb, uHTS | Cerulean-Runt/Venus-CBFb FRET ratio 530/480, 1 h | inhibition, % at 20 µM | 0.46% of 220,000 active | AID 1496, 2009;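 active means inhibition over about 50% at 20 µM in the single-dose screen, limit read from the data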;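 further: 0% = DMSO wells and 100% = excess unlabeled CBFb competitor control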
#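 Measured by: fluorescence energy transfer, 422 nm excitation, 530/480 nm emission; Assay system: Cerulean-Runt domain; Medium: Tris pH 7.5 buffer with BSA; Measure: loss of energy transfer signal; Controls: 5 µM unlabeled CBFb as full-inhibition high control; Incubation: protein complex preformed 1 h, compound exposure 1 h, room temperature, dark.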
# 14-3-3 Bad inh: inhibitors of 14-3-3 zeta/Bad binding, primary screen, biochemical, TR-FRET, bovine 14-3-3 zeta | 14-3-3 protein zeta/delta (Bos taurus), P63103 | TR-FRET 14-3-3zeta/Dy647-pBad peptide displacement, 1 h | inhibition, % at 21.7 µM | 0.71% of 220,000 active | AID 781, 2007;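 active means inhibition above about 70%, limit read from the data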;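 further: 0% = full 14-3-3 plus peptide FRET controls and 100% = background without 14-3-3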
# Target sequence (P63103 whole entry, looked up): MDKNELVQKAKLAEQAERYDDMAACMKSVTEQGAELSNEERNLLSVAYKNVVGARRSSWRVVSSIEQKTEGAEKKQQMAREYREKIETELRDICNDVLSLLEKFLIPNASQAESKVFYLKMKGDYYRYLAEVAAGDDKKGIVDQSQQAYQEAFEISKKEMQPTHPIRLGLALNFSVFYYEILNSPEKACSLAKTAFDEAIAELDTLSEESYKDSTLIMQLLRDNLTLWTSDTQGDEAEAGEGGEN
# Runt-SMMHC FRET: inhibitors of RUNX1 Runt–CBFb-SMMHC binding, primary screen, biochemical, FRET, Cerulean-Runt, Venus-CBFb-SMMHC, uHTS. Cerulean-Runt/Venus-CBFb-SMMHC FRET ratio 530/480, 1 h. inhibition, % at 20 µM. 0.74% of 220,000 active. AID 1434, 2008;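 active means mean inhibition across duplicate retests at 20 µM reaching about 50%, limit read from the data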;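 further: 0% = DMSO wells and 100% = wells with excess untagged CBFb-SMMHC; inhibitors lower the FRET ratio by blocking Runt binding to CBFb-SMMHC; some results filed as inactive read as strong as hits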
# Thrombin inh: human alpha-thrombin inhibitors, primary screen, counter-screen for coagulation protease inhibitor project, biochemical, 1536-well, fluorogenic AMC substrate; Boc-VPR-AMC fluorogenic substrate cleavage; inhibition, % at 5 µM; 0.26% of 220,000 active;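 active means inhibition at or above 40%; inactive means inhibition below 40%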;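 further: 0% = enzyme with no compound and 100% = wells without enzyme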
#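 Test system: human alpha-thrombin protein / Dosing: one concentration per compound, 5 µM, with 0.2% DMSO / Medium: pH 7.5 Tris-saline with Tween 20 / Benchmarks: no-compound enzyme wells and no-enzyme blanks / Read-out basis: percent inhibition of thrombin substrate cleavage / Timing: reaction at room temperature / Measured by: fluorescence, ex 355 nm, em 460 nm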
# Starred values were filed as active, the others as inactive; · = not tested or not shown; [ ] = dose if it differs, or a comment.
SMILES,FXIIa inh 1536,Wee1 degr inh,FXIa inh,Hck-Nef inh,hK5 inh,Runt-CBFb FRET,14-3-3 Bad inh,Runt-SMMHC FRET,Thrombin inh
CCOC(=O)c1c(NC(=O)CSc2nnc(-c3c[nH]c4ccccc34)n2CC)sc2c1CCCC2,9,2,3,-3,-8,-2,-6,2,0
COC(=O)c1ccc(NC(=S)NCCc2ccccc2C)cc1,7,-2,-5,3,-1,2,-13,-1,-3
Cc1ccc(C)c(S(=O)(=O)c2c(N)n(/N=C/c3ccco3)c3nc4ccccc4nc23)c1,13,-1,-1,3,-14,42,-5[fluorescence artefact?],67*,-1
Cc1csc(Nc2ccccc2C(F)(F)F)n1,20,2,9,2,2,-1,-4,-7,4
Cc1ccc(/C=N/NC(=O)Cn2cnc3c2c(=O)n(C)c(=O)n3C)s1,16,-2,8,6,-9,-1,-7,0,-1
O=C(NNC(=O)c1cccs1)c1ccccc1,4,2,0,22,-3,1,-4,-1,-1
CC(C)(C)NC(=O)NC(=O)CSc1ncccn1,-1,-1,-12,7,-5,2,-7,0,-23
COCCNC(=O)/C(C#N)=C/c1ccc(C)o1,11,3,0,17,1,1,-13,-3,-3
CC1=C(C(=O)N2CCOCC2)C(c2ccc(O)cc2)NC(=S)N1 (stereo not given),17,2,7,3,-13,2,-1,-5,-1
Cc1cc(NC(=O)C2CC(c3c(F)cccc3Cl)=NO2)n(-c2ccccc2)n1 (stereo not given),-5,-2,-4,5,-18,-2,2,-3,3
CCSC1=NCN(CCCC(=O)O)CN1,5,-1,0,0,-19,0,-1[fluorescence artefact?],-1,0
O=C(c1ccc(Cl)cc1)N(Cc1cccs1)C1CCS(=O)(=O)C1 (stereo not given),4,0,-4,1,-3,-1,-2,-2,-2
CCN1CCc2nc(NC(=O)C(c3ccccc3)c3ccccc3)sc2C1,-4,11*,-6,-3,-33,51*,2,106*,2
O=C(O)CCc1nn2cnc3sc4c(c3c2nc1=O)CCCC4,12,2,-21,-4,11,1,4,2,3
O=C(Nc1ccccc1)C1=C[C@H](c2ccc3c(c2)OCO3)C[C@H](OCc2ccc(CO)cc2)O1,12,2,9,-18,7,2,2,-1,0
NC(=S)Nc1ccc(F)c(F)c1F,13,2,3,15,1,-1,-1,-1,4
N#C/C(=N\Nc1ccc([N+](=O)[O-])cc1)C(N)=S,4,3,1,11,2,8,9,-16,-4
COc1cc(/C=N/NC(=S)NC2CC3C=CC2C3)cc(OC)c1OC (stereo not given),6,2,-2,8,1,-1,-7,2,4
C=CCNC(=O)/C(C#N)=C/c1ccc(SC)cc1,11,-1,5,7,4,1,-9,6,-1
O=C(O)c1ccc(NC(=S)Nc2ccccc2)cc1,2,-1,3,6,-16,9,0,-5,-12
Cc1nc(NCCO)c(C#N)c2c1COC(C)(C)C2,3,-1,-9,1,-10,1,0,-3,-3
CSc1ccccc1C(=O)C1CCCN(S(=O)(=O)N(C)C)C1 (stereo not given),102*,2,33,13,39,1,0,-4,13
CCN(CC)C(=O)c1ccc(NS(=O)(=O)c2ccccc2)cc1,9,0,3,0,-23,-3,7,-3,3
CCCCN1CNC(=S)N(CCc2ccc(OCC)c(OCC)c2)C1,0,-2,-2,7,-11,-3,-8,1,-10
COCCNC(=O)CN1CCOc2ccccc21,15,-2,6,3,-10,3,0,2,-2
CC[N+]1(C)CC2CCC(C)(C1)C2(C)C (stereo not given),-1,-1,-7,-5,-15,·,21,5,-4
Cc1ccc(C)c(CS(=O)(=O)c2cn(CC(=O)N3CCC(C)CC3)c3ccccc23)c1,9,4,3,2,-1,-3,-1,-1,-5
CCOC(=O)c1ccc(Nc2nnc3nc(C)cc(C)n23)cc1,-5,0,1,2,2,0,-16,3,-3
CC(=O)Nc1ccccc1NC(=O)CC(C)(C)C,8,4,-13,7,-6,1,-1,-1,0
CCCN1Cc2cccc(C(=O)NCc3ccc4c(c3)OCO4)c2C1=O,11,-2,-2,3,-18,-2,-1,1,1
O=C(O)c1ccccc1-c1nc2ccccc2c(=O)n1O,11,3,-2,14,-7,1,-16,3,-6
CCC(CC)C(=O)Nc1cccc(C(=O)Nc2ccc(S(=O)(=O)Nc3ccc(C)cc3)cc2)c1,13,0,-2,1,-4,2,-2,4,-4
O=C(N/N=C/c1ccc(Br)o1)c1cc([N+](=O)[O-])cc([N+](=O)[O-])c1,9,0,1,2,-1,10,-16,3,-1
CCC(C)C(NC(=O)c1ccc(Cl)cc1)C(=O)O (stereo not given),12,-1,5,0,6,2,0,-2,-2
CCn1cc(C(=O)OC(C)C(=O)Nc2c(C)n(C)n(-c3ccccc3)c2=O)c(=O)c2ccc(C)nc21 (stereo not given),11,2,2,0,1,1,-9,-2,0
COc1ccc(C)cc1S(=O)(=O)N1CCOCC1,6,-3,-4,20,-3,-1,1,0,-10

# Four compounds already listed, ordered by the value under FXIIa inh 1536, smallest number first:
mol	FXIIa inh 1536	Wee1 degr inh	FXIa inh	Hck-Nef inh	hK5 inh	Runt-CBFb FRET	14-3-3 Bad inh	Runt-SMMHC FRET
CCOC(=O)c1ccc(Nc2nnc3nc(C)cc(C)n23)cc1	-5	0	1	2	2	0	-16	3
CCn1cc(C(=O)OC(C)C(=O)Nc2c(C)n(C)n(-c3ccccc3)c2=O)c(=O)c2ccc(C)nc21 (stereo not given)	11	2	2	0	1	1	-9	-2
CCC(C)C(NC(=O)c1ccc(Cl)cc1)C(=O)O (stereo not given)	12	-1	5	0	6	2	0	-2
COCCNC(=O)CN1CCOc2ccccc21	15	-2	6	3	-10	3	0	2

# The listing continues.
SMILES,FXIIa inh 1536,Wee1 degr inh,FXIa inh,Hck-Nef inh,hK5 inh,Runt-CBFb FRET,14-3-3 Bad inh,Runt-SMMHC FRET,Thrombin inh
O=C(NCc1ccc(F)cc1)C1CCC(=O)N1C1CCCCC1 (stereo not given),10,10*,9,0,-17,-1,3,0,-1
O=C1CC(c2ccccc2)CC(O)=C1C=NCCN1CCNCC1 (stereo not given),4,-3,8,1,0,-1,4,2,-17
COc1ccc(-c2ccc(SCC(=O)NCC3CCCO3)nn2)cc1OC (stereo not given),11,1,4,23,1,0,-1,4,2
CCCCSC1(SCCCC)N=C(N)C2(C#N)C(c3ccccc3)NC(C)=CC12C#N (stereo not given),5,1,-6,2,-5,-8,-13[fluorescence artefact?],-22,-3
COC(=O)c1cn(C(=O)c2cccs2)c2ccccc12,15,8,-1,1,5,-1,-4[fluorescence artefact?],-2,3
Nc1c(C(=O)Nc2ccc(S(=O)(=O)N3CCCC3)cc2)sc2nc3cc4c(cc3cc12)CCC4,2,-1,6,16,-3,13,69,-22,-7
CC1CCCC(C)N1C(=O)COc1ccc(C(=O)N/N=C/c2ccc(C(=O)O)cc2)cc1 (stereo not given),2,0,1,29,3,0,0,3,·
CNS(=O)(=O)c1ccc(NC(=O)C(CCSC)NC(N)=O)cc1 (stereo not given),21,-1,14,-2,10,1,-6[fluorescence artefact?],-1,12
CC1(C)COC(c2coc3ccccc3c2=O)OC1,6,-1,1,1,-17,-1,-11,4,-5
COc1ccc(C2CC(c3ccc(OC)cc3)n3nc(N)nc3N2)cc1 (stereo not given),·,1,·,-1,·,-1,·,0,·
O=P(Cc1ccccc1)(c1ccccc1)c1ccccc1,0,-3,-10,2,6,-1,-6,-3,-3
CC1(C)CC(=O)c2cc(N=C/C(C(=O)c3ccccc3)=C(\O)c3ccccc3)c(=O)oc2C1,-6,7,-7,-1,-26,0,-7,-2,-2
CCSc1ccccc1C(=O)Nc1nc2ccccc2c(=O)[nH]1,6,-1,-4,13,-1,-1,-14,-1,5
O=C(Nc1ccccc1)NC1CCN(CCCN2C(=O)c3ccccc3C2=O)CC1,7,2,6,0,9,0,-11[fluorescence artefact?],3,-4
CCCCN(CCCC)CCCNC(=O)C1CC(c2ccc(C(F)(F)F)cc2)=NO1 (stereo not given),11,·,4,27,5,-1,-1,3,3
CC(C)C(NC(=O)c1ccc(S(=O)(=O)N2CCOCC2)cc1)c1nc2ccccc2[nH]1 (stereo not given),-3,-2,-4,0,-5,-1,0,5,4
CC(=O)c1ccc2c(c1)C1C=CCC1C(C(=O)O)N2 (stereo not given),7,1,-2,74*,-3,28,65,43,0
CCOc1cccc(/C=N/NC(=S)NCCN2CCOCC2)c1O,2,-1,0,-26,-29,-16,-9,-34,2
CCOc1ccc(N2C(=O)/C(=C/c3ccccn3)SC2=S)cc1,9,-1,-1,5,-2,0,-4,2,4
N#CC1=C(N)Oc2cc(N)ccc2C1c1ccc(F)cc1 (stereo not given),1,1,-1,4,-26,73*,-7,86*,-19
O=[N+]([O-])c1ccc(/C=N/Nc2nc(N3CCCCC3)nc(N3CCCCC3)n2)cc1,13,2,2,37,5,1,-10,-10,-1
O=C(Nc1cccc2ccccc12)C12CC3CC(C1)CC(n1cnc([N+](=O)[O-])n1)(C3)C2,11,2,1,8,-9,0,4,0,-6
CC(C)OC(=O)C1C(=O)CC(C)(O)C(C(=O)OC(C)C)C1c1cccc(O)c1 (stereo not given),22,1,-1,-1,-24,3,3,6,1
CCCCCn1c(=O)c2ccccc2n2c(CCl)nnc12,10,-3,6,25,-1,2,-4,-2,-2
NC(=O)c1cc2cc(Cl)ccc2o/c1=N/NC(=O)c1cccs1,14,-1,-1,14,3,0,7,-2,4
CN(C)S(=O)(=O)c1ccc(NC(=O)CSc2ncnc3ccccc23)cc1,-1,-1,-2,2,-2,1,1,-4,10
CC(C)CCNC(=O)CCn1c(=S)oc2ccccc21,-1,2,-4,-7,-6,-1,-3,3,-6
COc1ccc(C(Nc2ccccn2)c2c(NC(=O)c3ccco3)sc(C)c2C)cc1 (stereo not given),8,5,11,3,-2,0,-3[fluorescence artefact?],3,-4
Cc1cc(SCC(=O)NN)c2cc(Br)ccc2n1,7,1,3,-5,2,15,5,-6,-1
COc1ccc(-c2csc3nc[nH]c(=O)c23)cc1,-9,-1,-5,26,-9,1,-3,-2,-15

# Part of the list above, with values under each structure.
# Order of results: FXIIa inh 1536, Wee1 degr inh, FXIa inh, Hck-Nef inh, hK5 inh, Runt-CBFb FRET, 14-3-3 Bad inh, Runt-SMMHC FRET, Thrombin inh
- COc1ccc(C(Nc2ccccn2)c2c(NC(=O)c3ccco3)sc(C)c2C)cc1 (stereo not given)
    8, 5, 11, 3, -2, 0, -3[fluorescence artefact?], 3, -4
- Cc1cc(SCC(=O)NN)c2cc(Br)ccc2n1
    7, 1, 3, -5, 2, 15, 5, -6, -1
- COc1ccc(-c2csc3nc[nH]c(=O)c23)cc1
    -9, -1, -5, 26, -9, 1, -3, -2, -15
